High-throughput results (PubChem BioAssay)
pPAFAH FP inh: pPAFAH (human) enzyme inhibition; Q13093; recombinant pPAFAH, FP-rhodamine probe fluorescence polarization; inhibition, % at 3.39 µM; actives 1.5% (n = 330,000);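 active = inhibition above the mean inhibition across the screen plus 3 SD, cut at about 25% in these data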;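 also: inhibitors block binding of the rhodamine activity-based probe so polarization drops; 0% = enzyme with DMSO and 100% = wells lacking pPAFAH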
PAFAH2 inh: inhibitors of human PAFAH2. Q99487. inhibition, % at 3.39 µM. recombinant PAFAH2, FP-rhodamine activity probe, fluorescence polarization. AID 492956. actives 0.99% (n = 340,000);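 active = inhibition above the mean over all tested compounds plus 3 SD, cut at about 30% in these data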;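 also: inhibitors block probe labeling of enzyme so polarization drops; 0% = enzyme with DMSO and 100% = wells lacking PAFAH2 protein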
PAFAH1B2 FP inh: blocks human PAF acetylhydrolase 1b catalytic subunit 2 | P68402 | recombinant PAFAH1B2, FP-rhodamine activity probe, fluorescence polarization | inhibition, % at 3.39 µM | actives 1.2% (n = 340,000) | AID 492953;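 active = inhibition above the mean of all tested compounds plus 3 SD, cut at about 24% in these data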;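 also: 0% = enzyme with DMSO and 100% = wells lacking PAFAH1B2; many of its hits are not listed in these tables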
Target sequence (P68402 whole entry, looked up): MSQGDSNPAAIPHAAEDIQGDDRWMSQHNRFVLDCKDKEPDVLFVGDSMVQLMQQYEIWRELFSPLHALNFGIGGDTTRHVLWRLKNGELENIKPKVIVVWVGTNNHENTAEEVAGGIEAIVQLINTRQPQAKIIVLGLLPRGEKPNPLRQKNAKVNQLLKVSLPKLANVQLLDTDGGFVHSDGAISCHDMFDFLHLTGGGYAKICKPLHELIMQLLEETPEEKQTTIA
PAFAH1B3 FP inh: inhibitors of human PAFAH1B3. recombinant PAFAH1B3, FP-rhodamine probe, fluorescence polarization. actives 0.28% (n = 340,000). inhibition, % at 3.39 µM;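 active = inhibition above the screen-wide average of all tested compounds plus 3 SD, cut at about 25% in these data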;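 also: 0% = enzyme with DMSO only and 100% = wells lacking PAFAH1B3 protein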
Target sequence (Q15102 whole entry, looked up): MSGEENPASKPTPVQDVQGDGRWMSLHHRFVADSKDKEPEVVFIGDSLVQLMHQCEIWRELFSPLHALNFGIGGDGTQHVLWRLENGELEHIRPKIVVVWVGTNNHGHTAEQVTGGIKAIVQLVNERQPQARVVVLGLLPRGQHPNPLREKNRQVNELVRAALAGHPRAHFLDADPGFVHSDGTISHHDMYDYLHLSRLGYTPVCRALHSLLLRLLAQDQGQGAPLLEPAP
PAD4 inh: PAD4 (human) enzyme inhibition. recombinant PAD4, RCA probe fluorescence polarization. actives 0.41% (n = 330,000). Q9UM07. inhibition, % at 6.36 µM;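 active = percent inhibition above a cutoff equal to the mean of all tested compounds plus 3 SD, cut at about 15% in these data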;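 also: 0% = PAD4 with RCA probe and DMSO and 100% = probe without PAD4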
LYPLA2 counter: LYPLA2 (human) inhibition in PME1 counter-screen | recombinant LYPLA2, FP-Rh probe fluorescence polarization | AID 2177 | O95372 | actives 0.38% (n = 320,000) | inhibition, % at 5.9 µM;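 active = inhibition above the screen-wide mean plus 3 SD, limit set per campaign, cut at about 26% in these data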;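 also: 0% = LYPLA2 with DMSO and 100% = wells lacking LYPLA2 enzyme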
Target sequence (O95372 whole entry, looked up): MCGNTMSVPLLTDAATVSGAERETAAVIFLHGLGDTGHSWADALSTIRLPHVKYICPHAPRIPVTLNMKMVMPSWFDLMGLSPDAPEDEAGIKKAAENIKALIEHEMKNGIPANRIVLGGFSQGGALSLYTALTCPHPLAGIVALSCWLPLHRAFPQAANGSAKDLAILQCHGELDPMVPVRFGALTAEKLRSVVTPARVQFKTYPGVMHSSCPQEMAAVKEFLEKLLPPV
PME-1 primary: PME-1 (human) inhibition | Q9Y570 | inhibition, % at 5.9 µM | AID 2130 | recombinant PME-1, FP-Rh probe fluorescence polarization | actives 0.53% (n = 320,000);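 active = inhibition above the campaign mean of all compounds plus 3 SD, cut at about 26% in these data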;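 also: competitive labeling of PME-1 active site by serine hydrolase directed probe; 0% = PME-1 with DMSO and 100% = wells lacking PME-1 enzyme; inhibitors block probe labeling so polarization falls and inhibition rises; many of its hits are not listed in these tables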
LYPLA1 inh: LYPLA1 (human) inhibition in PME1 counter-screen; O75608; recombinant LYPLA1, FP-Rh probe fluorescence polarization; inhibition, % at 5.9 µM; actives 0.16% (n = 320,000); AID 2174;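 active = inhibition above the mean of all tested compounds plus 3 SD, set per campaign, cut at about 14% in these data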;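 also: inhibitors block serine hydrolase probe labeling of LYPLA1 so polarization falls; 0% = enzyme with DMSO and 100% = wells lacking LYPLA1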
Target sequence (O75608 whole entry, looked up): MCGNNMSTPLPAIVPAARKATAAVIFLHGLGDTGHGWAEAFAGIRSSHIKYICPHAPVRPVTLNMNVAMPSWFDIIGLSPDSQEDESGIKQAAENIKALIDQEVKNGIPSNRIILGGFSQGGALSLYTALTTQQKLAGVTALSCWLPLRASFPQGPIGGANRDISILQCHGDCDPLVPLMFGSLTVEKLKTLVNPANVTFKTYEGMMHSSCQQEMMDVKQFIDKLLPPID
GSTO1 counter: blocks human GSTO1 in RBBP9 counter-screen | P78417 | recombinant GSTO1, activity-based probe fluorescence polarization | inhibition, % at 5.96 µM | actives 1.1% (n = 300,000);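 active = inhibition above the campaign mean inhibition plus 3 SD, cut at about 35% in these data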;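 also: 0% = GSTO1-1 with DMSO and 100% = wells lacking GSTO1-1 enzyme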
Numbers without * were called inactive; · = not tested or not shown. This is a subset (hit frequency here may not be typical).

1: Cc1ccc(-n2nc3c(=O)n(C(C)C(=O)NCc4ccccc4Cl)nc(C)c3c2C)cc1 (stereo not given)
2: COCCn1nnnc1C(c1cc(OC)ccc1OC)N1CCc2ccccc2C1 (stereo not given)
3: CCc1ccc(NC(=O)COC(=O)c2ccc(Cl)c(S(=O)(=O)N3CCCCCC3)c2)cc1
4: COc1ccc(NC(=O)c2cn(C)c(=O)c3cc(OC)c(OC)cc23)cc1OC
5: O=C(Nc1ccccc1N1CCOCC1)c1cc(Br)c(Br)s1
6: CSCCC(NC(=O)c1ccccc1)C(=O)NNC(=O)c1csc(N2CCOCC2)n1 (stereo not given)

assay / entry	1	2	3	4	5	6
pPAFAH FP inh	1	-3	21	-2	2	3
PAFAH2 inh	4	-3	7	6	-5	-4
PAFAH1B2 FP inh	1	1	-10	0	0	1
PAFAH1B3 FP inh	0	3	-6	14	12	7
PAD4 inh	-3	-8	1	-6	-3	2
LYPLA2 counter	8	0	-32	2	3	-7
PME-1 primary	2	-2	-33	2	0	4
LYPLA1 inh	3	1	-23	1	2	2
GSTO1 counter	10	-6	-16	0	1	-3

7: CC(=O)OCC1=C(C(=O)O)N2C(=O)C(NC(=O)C(C)Cn3cc(Cl)cn3)C2SC1 (stereo not given)
8: CCN(CC)CCCNC(=O)c1ccc2c(=O)n(Cc3ccc4c(c3)OCO4)c(=S)[nH]c2c1
9: CCOC(=O)CCc1c(C)c2c(C)nn(-c3ccccc3)c2[nH]c1=O
10: O=C(O)c1ccn[nH]1
11: Cc1ccc2c(n1)sc1c(-c3ccc(Br)cc3)c(C#N)c(N)nc12
12: O=C(O)CN(c1ccc(F)cc1)S(=O)(=O)c1ccc2c(c1)OCCO2

assay / entry	7	8	9	10	11	12
pPAFAH FP inh	6	2	-4	2	4	-7
PAFAH2 inh	-1	4	-3	·	-2	11
PAFAH1B2 FP inh	-6	1	2	·	-6	5
PAFAH1B3 FP inh	7	1	1	·	-4	2
PAD4 inh	-2	3	-2	0	1	-7
LYPLA2 counter	10	-3	6	3	6	2
PME-1 primary	-4	3	-4	1	-3	-4
LYPLA1 inh	1	-2	2	-1	-1	0
GSTO1 counter	-3	26	3	-2	-1	4

Some of the entries above, reformatted:
cpd	molecule	pPAFAH FP inh	PAFAH2 inh	PAFAH1B2 FP inh	PAFAH1B3 FP inh	PAD4 inh	LYPLA2 counter	PME-1 primary	LYPLA1 inh	GSTO1 counter
9	CCOC(=O)CCc1c(C)c2c(C)nn(-c3ccccc3)c2[nH]c1=O	-4	-3	2	1	-2	6	-4	2	3
10	O=C(O)c1ccn[nH]1	2	·	·	·	0	3	1	-1	-2
11	Cc1ccc2c(n1)sc1c(-c3ccc(Br)cc3)c(C#N)c(N)nc12	4	-2	-6	-4	1	6	-3	-1	-1

(more compounds)
13: CCOC(=O)c1nn(-c2ccc(F)cc2)c2c1CC/C2=C/c1ccccc1
14: CSc1ncccc1C(=O)Nc1nc(C(C)(C)C)cs1
15: O=[N+]([O-])c1ccc(Cc2nnc(-c3ccccc3Cl)o2)cc1
16: CCOc1ccccc1N1CCN(C(=O)c2ccccc2SCC(=O)N2CCCC2)CC1
17: CCOc1ccc(-c2ccc(SCC(=O)NCC3CCCO3)nn2)cc1 (stereo not given)
18: Cc1nn(-c2c(Cl)cc(Cl)cc2Cl)c(=O)c2ccccc12

assay / entry	13	14	15	16	17	18
pPAFAH FP inh	8	0	0	0	5	3
PAFAH2 inh	-7	0	4	-3	1	8
PAFAH1B2 FP inh	2	-5	4	5	0	2
PAFAH1B3 FP inh	-2	11	5	6	-2	5
PAD4 inh	-2	-5	-2	6	-2	-4
LYPLA2 counter	2	-2	1	0	2	6
PME-1 primary	0	-3	0	-2	3	-5
LYPLA1 inh	3	1	2	1	0	2
GSTO1 counter	-2	0	-2	-3	-6	1

19: COc1ccc(C(=O)NCCOc2ccccc2Cl)c(OC)c1OC
20: O=C(NCCCN1CCN(CCCNC(=O)c2cccc([N+](=O)[O-])c2)CC1)c1cccc([N+](=O)[O-])c1
21: CCn1cc(C(=O)O)c(=O)c2cc(F)c(N3CCN(C(=S)NC(=O)c4cc(OC)cc(OC)c4)CC3)cc21
22: CC(NC(=O)C1CCC(CNS(=O)(=O)c2ccccc2)CC1)c1ccc2c(c1)OCCO2 (stereo not given)
23: CC(=O)c1cccc(NC(=O)CSc2nc(=O)n(CCN3CCOCC3)c3c2CCC3)c1
24: CCOc1cc(/C=N/NC(=O)c2ccccn2)ccc1OC(=O)c1ccc(F)cc1

assay / entry	19	20	21	22	23	24
pPAFAH FP inh	2	5	1	3	0	13
PAFAH2 inh	4	-1	8	·	5	-3
PAFAH1B2 FP inh	-6	0	2	·	3	-1
PAFAH1B3 FP inh	16	6	1	·	7	6
PAD4 inh	-91	8	0	-7	4	-5
LYPLA2 counter	1	3	-1	-1	7	-16
PME-1 primary	-2	-3	-4	1	1	-5
LYPLA1 inh	-4	1	-2	-1	3	-10
GSTO1 counter	2	7	6	-10	0	-3

25: O=C(CSc1nnc(-c2ccc(F)cc2)c2ccccc12)Nc1cccc(Cl)c1
26: O=[N+]([O-])c1cccc(-c2noc(-c3cccs3)n2)c1
27: COc1ccc(Cc2nc3ccc(C(=O)N(C)CCO)cc3o2)cc1
28: O=C(COc1ccc(-c2nnco2)cc1)NCc1ccccc1Cl
29: COc1ccc(NC(=S)Nc2ccc3cn[nH]c3c2)cc1
30: CC1=Nc2cc(C(=O)N3CCCC3)ccc2Sc2c(C)ccc(C)c21

assay / entry	25	26	27	28	29	30
pPAFAH FP inh	-5	8	-3	1	3	8
PAFAH2 inh	-11	2	-1	-6	1	23
PAFAH1B2 FP inh	-9	-4	5	-3	0	2
PAFAH1B3 FP inh	-10	12	7	9	0	4
PAD4 inh	3	-2	1	-3	-8	-2
LYPLA2 counter	-22	3	5	-10	3	-8
PME-1 primary	-18	5	5	-2	8	13
LYPLA1 inh	-13	3	-1	-3	4	-2
GSTO1 counter	-12	-4	-1	6	14	3

31: COc1ccc(NC(=S)N(CCN2CCOCC2)Cc2ccccc2F)cc1
32: NC1=NC(=O)/C(=C\c2cccs2)S1
33: COc1ccc(CNC(=O)CN(Cc2ccco2)C(=O)CCC(=O)Nc2ccccn2)cc1
34: Nc1ncc(Br)cc1S(=O)(=O)NCCC(=O)NC1CCCCC1
35: COc1ccc(C2(O)CCN(CC(=O)Nc3nc(-c4ccccc4)cs3)CC2)cc1
36: Cc1ccc(C)c(S(=O)(=O)Nc2ccc(O)c(Sc3ncn[nH]3)c2)c1

assay / entry	31	32	33	34	35	36
pPAFAH FP inh	0	2	-5	-3	2	1
PAFAH2 inh	5	2	-5	0	6	0
PAFAH1B2 FP inh	4	2	5	2	1	7
PAFAH1B3 FP inh	6	2	2	11	8	7
PAD4 inh	0	2	3	1	0	8
LYPLA2 counter	-6	4	-1	3	-6	-1
PME-1 primary	11	0	6	3	7	-3
LYPLA1 inh	-2	4	-1	-2	-5	-2
GSTO1 counter	1	3	1	10	1	14

37: CC(C)CNC(=O)NC(=O)COC(=O)c1cc(F)cc(F)c1
38: CC(CCc1ccccc1)NC(=O)CN(C)Cc1ccccc1F (stereo not given)
39: O=C(Cn1cnc2scc(-c3cccc([N+](=O)[O-])c3)c2c1=O)NCc1ccco1
40: CCC(C)NC(=O)C1CCN(S(=O)(=O)c2cccs2)CC1 (stereo not given)
41: C[C@@H]1CN=C2N(CCNC(=O)CCC3CCCCC3)[C@H](Cc3ccc(O)cc3)CN21
42: c1ccc(-n2c(SCc3nc(-c4cccs4)no3)nnc2-c2ccco2)cc1

assay / entry	37	38	39	40	41	42
pPAFAH FP inh	2	-3	26*	-1	4	1
PAFAH2 inh	1	5	18	-5	0	-6
PAFAH1B2 FP inh	2	9	-4	-3	-2	0
PAFAH1B3 FP inh	-7	3	4	0	-2	4
PAD4 inh	2	6	-1	2	-2	-2
LYPLA2 counter	4	-8	2	8	-2	2
PME-1 primary	1	0	9	8	0	5
LYPLA1 inh	-3	-4	-4	4	-1	-2
GSTO1 counter	3	-2	3	1	-1	14

43: CCCCNS(=O)(=O)c1ccc2c(c1)oc(=O)n2CC(=O)OCC
44: COc1ccc(CNC(=O)NC(C)(C)c2cccc(C(C)(C)NC(=O)NCc3ccc(OC)cc3)c2)cc1
45: CC(=O)c1ccc(NC(=O)N2CCN(c3cccc(Cl)c3)CC2)cc1
46: O=S(=O)(/N=C(/Nc1ccccn1)c1ccccc1)c1ccc(Cl)cc1
47: COc1cccc(NC(=O)Cn2cc3c(n2)CCCCC3)c1
48: CCCCn1c(SCn2nnc3ccccc3c2=O)nc2cc(S(N)(=O)=O)ccc21

assay / entry	43	44	45	46	47	48
pPAFAH FP inh	-5	3	3	-2	-1	0
PAFAH2 inh	8	-2	-2	12	-11	4
PAFAH1B2 FP inh	2	5	0	12	5	0
PAFAH1B3 FP inh	5	6	8	2	4	4
PAD4 inh	3	4	0	2	3	4
LYPLA2 counter	-3	4	5	0	-2	-3
PME-1 primary	4	-1	0	6	-2	3
LYPLA1 inh	-3	1	0	4	2	1
GSTO1 counter	14	-4	1	1	5	1

49: CCOc1ccc(S(=O)(=O)c2c(C(=O)c3ccccc3)cnc3cc4c(cc23)OCCO4)cc1
50: CC1(C(=O)NC(=S)NNC(=O)c2ccncc2)CCCCC1
51: O=C(/C=C/c1ccc(F)cc1)NCCC1=CCCCC1
52: C[C@H](NC(=O)c1[nH]cnc1C(=O)Nc1cccc(Cl)c1)c1ccccc1
53: COC(=O)[C@@]12CCCCN1[C@H](c1ccc(-c3ccc(OC)cc3)cc1)[C@@H]1C(=O)N(C)C(=O)[C@@H]12
54: Nc1ccc2nc3c(c(Cl)c2c1)CCCC3

assay / entry	49	50	51	52	53	54
pPAFAH FP inh	5	4	4	-3	10	5
PAFAH2 inh	-16	-6	8	-37	-11	1
PAFAH1B2 FP inh	0	17	7	6	-3	6
PAFAH1B3 FP inh	1	0	4	3	-1	8
PAD4 inh	0	-1	4	2	-3	2
LYPLA2 counter	-6	1	4	-7	5	7
PME-1 primary	-5	-3	-7	-1	-6	5
LYPLA1 inh	-3	-3	0	-8	-3	4
GSTO1 counter	-5	-3	-3	·	-4	9

55: CCOc1cc(N2CCOCC2)c(OCC)cc1NC(=O)Cn1[nH]c(=O)c2ccccc2c1=O
56: CCCCn1c(O)c(/C=C2\C=NN=C2c2ccccc2)sc1=S
57: CC(C)(C)OC(=O)C[C@H]1C/C=C\C[C@@H](CC(=O)N(CCO)Cc2ccccc2)C(=O)N[C@H](Cc2ccccc2)COC1=O
58: COc1cccc(CNS(=O)(=O)c2ccc(S(=O)(=O)NC3CC3)cc2)c1
59: O=C(CCN1C(=O)/C(=C/c2ccccc2)SC1=S)NCCc1ccc(O)cc1
60: CC(C(=O)N1CCc2ccccc21)N1CCN(S(=O)(=O)c2ccc(C(F)(F)F)cc2)CC1 (stereo not given)
61: CCN(CC)S(=O)(=O)c1ccc(C(=O)N2CCN(c3ncccn3)CC2)cc1
62: O=C(OCc1cc(Cl)ccc1OC(F)F)c1cncc(Br)c1

assay / entry	55	56	57	58	59	60	61	62
pPAFAH FP inh	1	-4	5	3	-13	5	3	9
PAFAH2 inh	8	-10	-2	13	-31	-2	8	-2
PAFAH1B2 FP inh	6	-3	3	1	8	4	-2	3
PAFAH1B3 FP inh	6	-1	-2	10	-11	-5	-4	2
PAD4 inh	0	-2	6	-1	-22	-3	1	-3
LYPLA2 counter	-1	-26	·	5	-16	-9	-5	1
PME-1 primary	5	-21	·	4	-28	6	1	-8
LYPLA1 inh	-4	-15	·	-1	-11	-2	-5	-2
GSTO1 counter	6	-7	·	2	1	·	8	7
